Bioassay records deposited in PubChem BioAssay by National Center for Advancing Translational Sciences (NCATS).
NIH3T3 tox = Cytotoxic Profiling in NIH 3T3 Cell Line of Diverse Libraries Using Quantitative High-Throughput Screening; NIH 3T3 viability, CellTiter-Glo ATP luminescence, 48-72 h; actives 4.3% (n = 94,000); Potency, µM (doses to about 96.7 µM), for inactives: at the top dose activity change, negative = cytotoxicity, most hits filed as inhibitors; further: potency means the concentration at half of the fitted maximal effect; nearly all actives have a fitted effect of over 55% in size
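Mouse fibroblast NIH 3T3 cells, 400 per well, received compound via pintool and were incubated for 48 or 72 hr prior to CellTiter-Glo ATP luminescence measurement.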
GPT2 inh = Primary qHTS assay for inhibitors of Glutamate pyruvate transaminase 2 (GPT2). Alanine aminotransferase 2 (Homo sapiens), Q8TD30. Recombinant GPT2, coupled pyruvate oxidase/HRP Amplex Red fluorescence. Potency, µM (titrated, usually from 57.7 µM), without a hit: at the top dose activity change, negative = inhibition, hits mostly inhibitors. actives 0.25% (n = 100,000); further: potency means the concentration at half of the fitted maximal effect; nearly all actives have a fitted effect of over 60% in size; many of its hits are not listed in these tables
Target sequence (Q8TD30 whole entry, looked up): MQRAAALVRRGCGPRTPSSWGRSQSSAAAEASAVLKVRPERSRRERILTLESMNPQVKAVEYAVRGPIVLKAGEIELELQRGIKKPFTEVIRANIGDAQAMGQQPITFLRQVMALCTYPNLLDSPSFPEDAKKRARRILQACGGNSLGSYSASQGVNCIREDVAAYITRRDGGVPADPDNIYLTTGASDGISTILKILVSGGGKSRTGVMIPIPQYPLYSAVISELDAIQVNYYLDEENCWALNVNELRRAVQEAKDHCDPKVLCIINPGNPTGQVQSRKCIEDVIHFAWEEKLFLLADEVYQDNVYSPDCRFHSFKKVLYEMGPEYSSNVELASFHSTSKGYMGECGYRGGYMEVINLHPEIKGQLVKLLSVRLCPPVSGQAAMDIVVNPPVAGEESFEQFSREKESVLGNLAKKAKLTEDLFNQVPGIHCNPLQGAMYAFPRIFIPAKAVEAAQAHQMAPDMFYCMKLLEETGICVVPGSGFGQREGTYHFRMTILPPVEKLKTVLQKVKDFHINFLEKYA
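Fluorescence read-out: pyruvate from GPT2 turnover coupled to pyruvate oxidase, HRP and Amplex Red (0.2mM ThPP, 0.2U/mL PO and HRP, 50uM Amplex final). Substrates 250uM a-KG, 2mM L-alanine; enzyme 10ng/uL; 30 min RT.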
SNCA expr inhib = Primary qHTS assay for inhibitors of alpha-synuclein gene (SNCA) expression; HEK-293 SNCA-luciferase knock-in, luminescence, 24 h; Potency, µM (highest dose often 57.2 µM), without a hit: at the top dose activity change, negative = inhibition, most hits filed as inhibitors; actives 0.17% (n = 140,000); AID 1671194, 2021;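 further: potency means the concentration at half of the fitted maximal effect; plate controls were DMSO cells for no effect and cell-free wells for full effect; nearly all actives have a fitted effect of over 45% in size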
IP6K1 inh = Primary qHTS assay for small molecule inhibitors of Inositol hexaphosphate kinase 1 (IP6K1); Inositol hexakisphosphate kinase 1 (Homo sapiens), Q92551; actives 0.81% (n = 140,000); activity change, % (series mostly up to about 58 µM); IP6K1 kinase, ADP-Glo luminescence, 2 h; stronger effect = lower value; in the data active means activity change below about -25%
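ADP-Glo luminescence measures ADP made by human IP6K1 during a 2 h RT reaction with ATP/IP6 (mix at 1.3 mM/130 uM); top library doses 57.5 and 19.1 uM final.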
HEK293 tox = Cytotoxic Profiling in HEK 293 Cell Line of Diverse Libraries Using Quantitative High-Throughput Screening. HEK 293 viability, ATP luminescence (CellTiter-Glo), 48-72 h. Potency, µM (doses to about 115 µM), inactives show top-dose activity change, negative = cytotoxicity, most hits filed as inhibitors. actives 6.6% (n = 94,000). AID 1345083, 2018; further: potency means the concentration at half of the fitted maximal effect; nearly all actives have a fitted effect of over 60% in size
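250 HEK 293 cells/well; compound by pintool; incubated 48 or 72 hr at 37 degree Celsius; CellTiter-Glo added, 10 min RT, luminescence imaged.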
FLuc inh = Firefly luciferase inhibition profiling of diverse chemical library using quantitative high-throughput screening; Luciferin 4-monooxygenase (Photinus pyralis), P08659; purified P. pyralis luciferase, luminescence, biochemical; Potency, µM (doses to about 115 µM), for inactives: at the highest dose activity change, negative = inhibition, most hits filed as inhibitors; actives 2.5% (n = 76,000); further: potency means the concentration at half of the fitted maximal effect; nearly all actives have a fitted effect of over 65% in size
Target sequence (P08659 whole entry, looked up): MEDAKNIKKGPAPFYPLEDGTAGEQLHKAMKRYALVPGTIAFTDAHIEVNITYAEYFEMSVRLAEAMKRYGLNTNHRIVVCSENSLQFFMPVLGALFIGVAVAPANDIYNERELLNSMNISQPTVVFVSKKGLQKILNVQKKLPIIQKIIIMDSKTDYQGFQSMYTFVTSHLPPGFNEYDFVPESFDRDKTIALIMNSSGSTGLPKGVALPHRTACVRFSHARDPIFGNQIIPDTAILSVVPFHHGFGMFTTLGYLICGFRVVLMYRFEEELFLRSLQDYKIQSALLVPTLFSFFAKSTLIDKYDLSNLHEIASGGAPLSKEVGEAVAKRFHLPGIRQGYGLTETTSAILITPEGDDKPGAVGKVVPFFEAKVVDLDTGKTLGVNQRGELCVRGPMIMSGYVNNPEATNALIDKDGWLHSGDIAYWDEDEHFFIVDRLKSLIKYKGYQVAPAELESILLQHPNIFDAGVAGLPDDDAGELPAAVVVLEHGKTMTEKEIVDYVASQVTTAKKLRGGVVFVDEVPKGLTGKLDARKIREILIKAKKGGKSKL
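FLuc 10nM, D-luciferin 10uM, ATP 10uM, Mg acetate 10mM, Tris acetate pH 7.5, Tween/BSA; cpd qHTS; enzyme added last; CCD luminescence.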
HEK293 viab = GF-AFC viability counterscreen for inhibitors of alpha-synuclein gene (SNCA) expression; HEK-293-SNCA-luc viability, GF-AFC fluorescence, 24 h; Potency, µM (doses to about 57.1 µM), inactives show at the highest dose activity change, negative = cytotoxicity, usual class: cytotoxic; actives 0.12% (n = 150,000); AID 1671193, 2021;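 further: potency means the concentration at half of the fitted maximal effect; 0% = DMSO-treated cells and -100% = medium-only wells without cells; nearly all actives have a fitted effect of over 30% in size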
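Cytotoxicity counterscreen: after 24 h compound treatment of genome-edited SNCA-luciferase HEK-293 cells, live-cell protease substrate GF-AFC read by fluorescence after 30 min; activity scaled between DMSO (0%) and medium-only (-100%), curves Hill-fitted.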
* hit, by the source's call; i = inactive; ? = inconclusive; / = not tested or not shown; & = joins results of further samples; [ ] = remark or other dose. Unless noted, the call rests on the fitted dose curve; in most records, active means well fitted curve in the direction sought with a large enough effect; inconclusive means small, poorly fitted or top-dose-only effect, or another doubt; inactive means no such curve, though single readings can be large; an effect the other way counts as inactive or inconclusive. Unless noted, on the % scale 0 is the no-effect control and ±100 the full control effect.

Keys: A = NIH3T3 tox; B = GPT2 inh; C = SNCA expr inhib; D = IP6K1 inh; E = HEK293 tox; F = FLuc inh; G = HEK293 viab
SMILES: CC(=O)c1cc(CN2CCn3nc(C(O)c4ccnn4C)cc3C2)cs1 (stereo not given)
  A: i | B: -8% | C: -2% | D: 25 | E: i | F: -6% | G: 6%

SMILES: Cn1ncc2c(C(=O)Nc3cncnc3)cc(-c3ccc(Cl)cc3Cl)nc21
  A: -23% | B: ? | C: -3% | D: 13 | E: -10% | F: / | G: -3%

SMILES: CCOc1ccccc1-c1noc(-c2nnn3c2COC(c2ccc(Cl)cc2)C3)n1 (stereo not given)
  A: 3% | B: 3% | C: 2% | D: 0 | E: -6% | F: -4% | G: 0%

SMILES: Cc1cc(C)c(NC(=O)Cn2c(=O)n(Cc3ccccc3)c(=O)c3c(C)c(C(=O)N(C)C)sc32)c(C)c1
  A: / | B: / | C: -12% | D: 23 | E: / | F: / | G: 2%

SMILES: O=C1NC(=NC2CCCC2)C2(CCN(Cc3ccc(F)cc3)C2)N1c1cccnc1 (stereo not given)
  A: 22µM* | B: -4% | C: -1% | D: 1 | E: -15% | F: / | G: -1%

SMILES: COCCN1C(=O)CSC12CCN(C(=O)Nc1ccccc1C)CC2
  A: -1% | B: i | C: -1% | D: -16 | E: -5% | F: 0% | G: 9%

SMILES: CC(C)(C)C(Cn1ccnc1)NC(=O)c1cc(COc2ccc3c(c2)CCCC3)on1 (stereo not given)
  A: 20µM* | B: i | C: ? | D: 7 | E: 25µM* | F: ? | G: -6%

SMILES: CCCCn1nc(NC(=O)c2cccc(Cl)c2)c2cc3cccc(C)c3nc21
  A: / | B: / | C: -10% | D: -9 | E: / | F: / | G: 8%

SMILES: Cc1cc(-n2c(=O)[nH]c(=O)n(C)c2=O)ccc1Oc1ccc(SC(F)(F)F)cc1
  A: / | B: i | C: / | D: 7 | E: / | F: / | G: -21%

SMILES: Cn1cc(-c2ccccc2F)c2nc(COc3ccccc3)cn2c1=O
  A: -12%[138 µM] | B: -5%[88.5 µM] | C: 25%[87.6 µM] | D: 1 | E: ? | F: 0%[172 µM] | G: -24%[87.6 µM]

SMILES: Cc1ccc(C(=O)Nc2ccccc2C(=O)O)cc1S(=O)(=O)N1CCCCCC1
  A: / | B: / | C: -21% | D: 2 | E: / | F: / | G: 1%

SMILES: Cc1cc(C)n(CCC(=O)N2CC(F)(F)C[C@H]2c2nc(C)no2)n1
  A: 2% | B: ? | C: -1% | D: 11 | E: 0% | F: -5% | G: 4%

SMILES: O=C(CC(c1cccc(O)c1)c1ccccc1Cl)NCc1cccnc1 (stereo not given)
  A: -26% | B: -10% | C: 9% | D: -7 | E: -27% | F: -1% | G: 1%

SMILES: O=C(CCc1nc2ccccc2s1)N[C@H](c1ccccn1)C1CC(O)C1 (stereo not given in full)
  A: -5% | B: -11%[11.5 µM] | C: -11% | D: -6 | E: 1% | F: 6% | G: 3%

SMILES: COc1cc(C(=O)NCC(c2ccco2)S(=O)(=O)c2ccccc2)cc(OC)c1OC (stereo not given)
  A: / | B: / | C: -4% | D: 0 | E: / | F: / | G: 8%

SMILES: CCc1ccc(CNC(=O)c2cnc3sc(N(CC)CC)nn3c2=O)cc1
  A: / | B: / | C: 6% | D: 14 | E: / | F: / | G: 1%

SMILES: Cc1nn(C(=O)CCC(=O)N2CCc3nc4cc[nH]n4c(=O)c3C2)c2ccccc12
  A: -7% | B: i | C: -13% | D: 0 | E: -4% | F: 1% | G: -4%

SMILES: CC(=O)c1ccc(NS(=O)(=O)c2ccc3[nH]c4c(c3c2)CCCC4)cc1
  A: / | B: / | C: -15% | D: 32 | E: / | F: / | G: 0%

SMILES: O=C(COc1ccccc1)Nc1ccc2c(N3CCOCC3)ncnc2c1
  A: ? | B: i | C: -10% | D: 6 | E: ? | F: 0% | G: -10%

SMILES: c1ccc(CCN2CCNc3cc(NCCN4CCOCC4)ncc3C2)cc1
  A: ? | B: i | C: 0%[87.6 µM] | D: -11 | E: ? | F: 2%[172 µM] | G: ?

SMILES: Fc1ccc2nc(CO[C@H]3CN(Cc4ccccn4)C[C@H]3F)[nH]c2c1
  A: -2%[138 µM] | B: -7%[88.5 µM] | C: -2%[87.6 µM] | D: 2 | E: -11%[172 µM] | F: -3%[172 µM] | G: 5%[87.6 µM]

SMILES: COCCN1C(=O)c2ccccc2C(C(=O)NCc2ccc(F)cc2)C12CCCC2 (stereo not given)
  A: ? | B: i | C: 21% | D: 1 | E: -4% | F: 10% | G: -8%

SMILES: CCC(CC)C(=O)Nc1nc2c(s1)CC(C)CC2 (stereo not given)
  A: / | B: / | C: 38%[activator] | D: -10 | E: / | F: / | G: 12%

SMILES: Cc1nn2c(c1-c1ccccc1Oc1ccccc1)N(Cc1cccc(C#N)c1)CCC2
  A: 8.9µM* | B: 2%[88.5 µM] | C: ? | D: 4 | E: 8.9µM* | F: -16%[172 µM] | G: ?

SMILES: CN(C)C[C@@H]1CN(Cc2ccncc2)C[C@H]1NC(=O)Cc1ccsc1
  A: -6% | B: i | C: 4% | D: 13 | E: ? | F: -2% | G: -4%

Keys: A = NIH3T3 tox; B = GPT2 inh; C = SNCA expr inhib; D = IP6K1 inh; E = HEK293 tox; F = FLuc inh; G = HEK293 viab
SMILES: O=C(Cc1ccc(F)cc1)NC1CCN(CCn2nc3n(c2=O)CCCC3)C1 (stereo not given)
  A: i | B: / | C: / | D: -12 | E: -1% | F: / | G: /

SMILES: CSc1ccc(-c2ccc3c(c2)C(=O)N2CCN(C(=O)C4CCCCC4)C[C@@H]2C(=O)N3)cc1
  A: ? | B: i | C: -8% | D: 0 | E: ? | F: 14% | G: 0%

SMILES: O=C(CCc1cn(Cc2ccccc2Cl)c2ccccc12)NC1CCCCC1
  A: / | B: / | C: -19% | D: 20 | E: / | F: / | G: -9%

SMILES: COc1ccc(NC2CCCN(C(=O)c3cn(CCCN)nn3)C2)cc1 (stereo not given)
  A: i | B: i | C: 0% | D: 5 | E: 2% | F: -5% | G: -4%

SMILES: Cc1noc(C)c1NC(=O)N[C@@H]1C[C@H](Cn2cc(CN3CCS(=O)(=O)CC3)nn2)[C@@H](O)[C@H]1O
  A: i | B: -17% | C: -8% | D: 5 | E: i | F: 0% | G: 8%

SMILES: Cc1ccc(NC(=O)N2CCC(CCNC(=O)C3CCCC3)CC2)cc1F
  A: -23% | B: i | C: 56%[activator] | D: 11 | E: -3% | F: / | G: -5%

SMILES: COc1cc2nc(NC(=O)c3ccc(S(=O)(=O)N4CCOCC4)cc3)sc2cc1OC
  A: / | B: / | C: 4% | D: 5 | E: / | F: / | G: -4%

SMILES: CC(C)=CCC/C(C)=C/CC/C(C)=C/CCC(=O)OC/C=C(\C)CCC=C(C)C
  A: / | B: -3% | C: -43%[25.6 µM] | D: 22 | E: / | F: / | G: 12%[23.9 µM]

SMILES: C=C1CCC2C(C)(C(=O)O)CCCC2(C)C1CC/C(C)=C\CO (stereo not given)
  A: / | B: i | C: / | D: 4 | E: / | F: / | G: -10%

SMILES: CNC(=O)N1CCC(C2CCN(S(=O)(=O)c3cc(F)ccc3C)C2)CC1 (stereo not given)
  A: ? | B: i | C: 38%[activator] | D: 22 | E: -12% | F: -7% | G: 5%[12.5 µM]

SMILES: Cc1nn(-c2ccccc2)c(-n2cccc2)c1C(=O)NCCCN1CCN(c2ccccc2F)CC1
  A: / | B: / | C: 1% | D: -6 | E: / | F: / | G: 2%

SMILES: CN(C)c1ccc(CN2CCC3(C2)C(=NC2CCCCC2)NC(=O)N3c2cccnc2)cc1 (stereo not given)
  A: -2% | B: i | C: -8% | D: 4 | E: i | F: / | G: -4%

SMILES: COc1cccc(CNC(=O)C2CCN(C(=O)c3ncn4c3COC(c3ccccc3)C4)CC2)c1 (stereo not given)
  A: i | B: i | C: 26% | D: 1 | E: 8% | F: 22µM* | G: -1%

SMILES: O=C(O)CCCC(=O)N1CCN2C(=O)c3cc(Br)ccc3NC(=O)[C@@H]2C1
  A: -4%[174 µM] | B: ? | C: 15%[87.6 µM] | D: 15 | E: -16%[172 µM] | F: -1%[172 µM] | G: 1%[87.6 µM]

SMILES: CC(C)(C)CN[C@@H]1CO[C@H](CNS(=O)(=O)c2ccccc2)[C@H]1O
  A: i | B: 4%[88.5 µM] | C: -11%[87.6 µM] | D: -5 | E: 4%[172 µM] | F: 13%[172 µM] | G: 1%[87.6 µM]

SMILES: CCC(C)NC(=O)C1COC2(CCN(C(=O)c3cccc(OC)c3)CC2)N1C(=O)c1ccccc1C (stereo not given)
  A: -27% | B: i | C: 1% | D: 16 | E: ? | F: 4% | G: 11%

SMILES: CC(C)c1ccc(C(=O)N2CC(C(=O)NCCc3ccncc3)C3(CCOCC3)C2)cc1 (stereo not given)
  A: 4% | B: i | C: -21% | D: -3 | E: i | F: -6% | G: 9%

SMILES: CC(C)CC(c1c(O)c(C=O)c(O)c(C=O)c1O)C1CCC(C)(O)C2CC(C(C)(C)O)CCC12C (stereo not given)
  A: / | B: i | C: / | D: 3 | E: / | F: / | G: -15%[23.9 µM]

SMILES: O=C([C@@H]1C[C@H](Oc2ccccc2)CN1S(=O)(=O)c1cccnc1)N1CCCC1
  A: -4% | B: -8% | C: -13% | D: 0 | E: 0% | F: 0% | G: -3%

SMILES: Cc1cccn2c(=O)c3cc(C(=O)NC(C)c4ccccc4)c(=N)n(CCCO)c3nc12 (stereo not given)
  A: / | B: / | C: 17% | D: 11 | E: / | F: / | G: ?

SMILES: COCC(=O)N[C@H]1C[C@@H](CO)N(Cc2ccccn2)C1
  A: -15% | B: i | C: 9% | D: 2 | E: -6% | F: -8% | G: 11%

SMILES: COc1cccc(C(=O)N2CCCCC23Cc2ccccc2NC3=O)c1 (stereo not given)
  A: ? | B: 0%[88.5 µM] | C: -8%[87.6 µM] | D: 5&16 | E: -24%[172 µM] | F: -10%[172 µM] | G: ?

SMILES: COc1ccc(C(=O)Nc2ccc3oc(-c4cccnc4)nc3c2)cc1OC
  A: / | B: / | C: 64%[activator] | D: 23 | E: / | F: / | G: -14%

SMILES: CC(C)CCN(CCC(=O)NCCc1ccccc1)C(=O)c1ccoc1
  A: ? | B: i | C: 26% | D: 20 | E: ? | F: -23% | G: 10%

SMILES: c1cc(-c2ccnc3nc(C4CCCCC4)nn23)ccn1
  A: ? | B: -6% | C: 35%[activator] | D: -6 | E: -10% | F: -10% | G: -4%

An excerpt; count on the stated rates, not on these rows.
